# Screening data: PubChem, Broad Institute
# NSD2 block – inhibitors of human NSD2, primary screen, biochemical, plate reader, single point | NSD2-SET H3K36me1 DELFIA fluorescence | inhibition, % at 12.5 µM | 44,000 tested, 0.07% active | AID 624260, 2012; in the data active = inhibition above about 54%, passing the limit was not always enough;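 note: inhibitors reduce the monomethyl H3K36 fluorescence signal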
# Target sequence (O96028 whole entry, looked up): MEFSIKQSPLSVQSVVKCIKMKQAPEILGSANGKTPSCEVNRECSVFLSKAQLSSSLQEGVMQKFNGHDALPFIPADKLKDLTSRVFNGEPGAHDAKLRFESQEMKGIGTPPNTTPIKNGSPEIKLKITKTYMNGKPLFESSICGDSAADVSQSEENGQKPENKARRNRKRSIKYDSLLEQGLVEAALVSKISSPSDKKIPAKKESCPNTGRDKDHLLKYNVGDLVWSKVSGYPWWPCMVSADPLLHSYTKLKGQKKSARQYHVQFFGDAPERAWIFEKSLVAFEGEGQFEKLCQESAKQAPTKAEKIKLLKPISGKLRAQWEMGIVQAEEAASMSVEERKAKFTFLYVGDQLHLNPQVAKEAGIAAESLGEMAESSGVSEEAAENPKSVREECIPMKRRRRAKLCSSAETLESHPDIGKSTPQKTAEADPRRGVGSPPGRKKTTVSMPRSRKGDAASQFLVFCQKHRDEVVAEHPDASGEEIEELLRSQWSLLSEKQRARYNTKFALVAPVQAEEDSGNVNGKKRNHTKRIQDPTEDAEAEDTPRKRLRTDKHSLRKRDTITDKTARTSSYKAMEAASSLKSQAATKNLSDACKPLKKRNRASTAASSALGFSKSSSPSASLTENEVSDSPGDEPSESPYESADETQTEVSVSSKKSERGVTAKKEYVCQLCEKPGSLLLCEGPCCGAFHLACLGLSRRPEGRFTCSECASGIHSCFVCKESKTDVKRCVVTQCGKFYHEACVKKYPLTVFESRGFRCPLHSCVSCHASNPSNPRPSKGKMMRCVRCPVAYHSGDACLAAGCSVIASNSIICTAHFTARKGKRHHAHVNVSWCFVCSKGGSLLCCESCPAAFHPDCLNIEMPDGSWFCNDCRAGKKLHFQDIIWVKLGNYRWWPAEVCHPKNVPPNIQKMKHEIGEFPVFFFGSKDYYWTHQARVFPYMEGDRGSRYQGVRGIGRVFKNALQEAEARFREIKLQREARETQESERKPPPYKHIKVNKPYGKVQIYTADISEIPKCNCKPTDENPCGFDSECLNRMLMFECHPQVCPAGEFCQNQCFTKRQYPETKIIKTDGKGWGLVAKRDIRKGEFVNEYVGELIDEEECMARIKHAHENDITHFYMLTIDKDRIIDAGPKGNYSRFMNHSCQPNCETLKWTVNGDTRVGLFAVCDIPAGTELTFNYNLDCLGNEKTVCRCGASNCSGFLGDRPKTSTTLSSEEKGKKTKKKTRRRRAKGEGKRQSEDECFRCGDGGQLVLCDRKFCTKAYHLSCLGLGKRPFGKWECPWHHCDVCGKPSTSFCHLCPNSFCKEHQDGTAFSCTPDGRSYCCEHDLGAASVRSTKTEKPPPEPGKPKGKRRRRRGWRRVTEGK
# Starred values were filed as active, the others as inactive. Not all compounds are listed; count on the stated rates, not on these rows.
entry	Molecule	NSD2 block
1	COc1ccc(NC(=O)Nc2ccc3c(c2)C(=O)N([C@@H](C)CO)C[C@@H](C)[C@@H](CN(C)C(=O)Nc2ccc(C(F)(F)F)cc2)O3)cc1	-2
2	COc1ccccc1NC(=O)N(C)C[C@@H]1OCc2ccccc2-c2ccccc2C(=O)N([C@H](C)CO)C[C@@H]1C	-5
3	Cc1cc(O)c(Cc2c(O)cc(C)c(C=O)c2O)c(O)c1C	-3
4	CCNC(=S)N1CCN=C1Nc1nc(C)cc(C)n1	25
5	COc1ccc(S(=O)(=O)Nc2ccc3c(c2)C(=O)N([C@H](C)CO)C[C@@H](C)[C@H](CN(C)S(=O)(=O)c2ccc(OC)cc2)OCCCC[C@H](C)O3)cc1	3
6	O=C1O[C@@H](c2ccccc2)[C@@H](c2ccccc2)N2[C@@H](c3ccc(O)cc3)[C@]3(C(=O)Nc4ccc(C#CCCO)cc43)[C@@H](C(=O)N3CCN(c4ncccn4)CC3)[C@H]12	0
7	C[C@@H]1CN([C@H](C)CO)C(=O)c2cc(NC(=O)CCCCCC(=O)Nc3ccccc3N)ccc2O[C@@H](C)CCCCO[C@@H]1CN(C)S(=O)(=O)c1ccc(Cl)cc1	-4
8	COc1ccc(NC(=O)N(C)C[C@@H]2Oc3ccc(NC(=O)CCCCCC(=O)Nc4ccccc4N)cc3CC(=O)N([C@H](C)CO)C[C@H]2C)cc1	3
9	C[C@@H]1CN([C@H](C)CO)S(=O)(=O)c2ccc(C#Cc3ccncc3)cc2O[C@@H]1CN(C)CC1CC1	15
10	CCCc1c(OCCCOc2ccc(OCC(=O)O)cc2)ccc(CC=O)c1O	-3
11	CCc1ccccc1NC(=O)CC(O)(C(=O)OC)C(F)(F)F (stereo unspecified)	3
12	O=C(NO)c1ccc(C(=O)N/N=C/c2cccc(OCCO)c2)cc1	19
13	CCCC(O)C#Cc1cnc2c(c1)C(=O)N([C@H](C)CO)C[C@H](C)[C@H](CN(C)C(=O)Nc1ccc(F)cc1)O2 (stereo partly specified)	0
14	C[C@H](CO)N1C[C@H](C)[C@@H](CN(C)Cc2cccc(C(=O)O)c2)Oc2ncc(-c3ccccc3F)cc2C1=O	-3
15	COc1ccc(COCC23N=C4SCc5ccccc5C(=O)N4[C@H](c4ccccc4O2)[C@H]3CO[Si](C)(C)C(C)(C)C)cc1	1
16	COCC#Cc1ccc2c(c1)O[C@H](CN(C)C(=O)CC1CC1)[C@H](C)CN([C@@H](C)CO)S2(=O)=O	-1
17	CCc1nc(SCC(=O)Nc2cc(C)on2)n[nH]1	6
18	Cc1noc(C)c1NC(=O)Nc1ccc2c(c1)CC(=O)N([C@H](C)CO)C[C@H](C)[C@@H](CN(C)Cc1ccc(Cl)c(Cl)c1)O2	-5
19	Cc1ccc(S(=O)(=O)N(C)C[C@@H]2Oc3ccc(N(C)C)cc3CC(=O)N([C@H](C)CO)C[C@H]2C)cc1	4
20	C[C@H]1CN([C@@H](C)CO)C(=O)Cc2cc(NC(=O)CCN3CCOCC3)ccc2O[C@@H]1CN(C)S(=O)(=O)c1ccc(Cl)cc1	4
21	CC(=O)N(C)C[C@H]1Oc2ncc(-c3cccc(F)c3)cc2C(=O)N([C@@H](C)CO)C[C@H]1C	-3
22	O=C(NO)c1cccc(C(=O)N/N=C/c2cc(Cl)cc(Cl)c2O)c1	-3
23	C[C@@H]1CCCCO[C@H](CN(C)C(=O)Nc2ccc(F)cc2)[C@H](C)CN([C@@H](C)CO)C(=O)c2cc(NC(=O)NC3CCCCC3)ccc2O1	2
24	C[C@@H]1CCCCO[C@@H](CN(C)S(=O)(=O)c2cccs2)[C@H](C)CN([C@@H](C)CO)C(=O)c2cc(NC(=O)C3CCCCC3)ccc2O1	-2
25	CC(C)N(C(=O)NC(=O)c1ccc(F)cc1F)C(C)C	-1
26	C[C@@H]1CN([C@H](C)CO)C(=O)c2cc(NC(=O)Nc3ccc(C(F)(F)F)cc3)ccc2O[C@@H]1CN(C)Cc1ccc(C(=O)O)cc1	-3
27	C[C@H](CO)N1C[C@H](C)[C@@H](CN(C)Cc2ccncc2)Oc2c(cccc2N(C)C)C1=O	1
28	C[C@@H]1CN([C@H](C)CO)C(=O)c2cccc(NC(=O)c3ccncc3)c2O[C@@H]1CN(C)C(=O)Nc1ccccc1	0
29	Cc1noc(C)c1NC(=O)N(C)C[C@@H]1OCCCC[C@H](C)Oc2ccc(NC(=O)NC3CCCCC3)cc2C(=O)N([C@H](C)CO)C[C@H]1C	0
30	Cc1noc(C)c1NC(=O)Nc1ccc2c(c1)CC(=O)N([C@@H](C)CO)C[C@H](C)[C@H](CN(C)S(=O)(=O)c1cccs1)O2	3

# Exported with each value named: part of the list above
(3) Cc1cc(O)c(Cc2c(O)cc(C)c(C=O)c2O)c(O)c1C
- NSD2 block: -3

(15) COc1ccc(COCC23N=C4SCc5ccccc5C(=O)N4[C@H](c4ccccc4O2)[C@H]3CO[Si](C)(C)C(C)(C)C)cc1
- NSD2 block: 1

(25) CC(C)N(C(=O)NC(=O)c1ccc(F)cc1F)C(C)C
- NSD2 block: -1

# (list continues)
entry	Molecule	NSD2 block
31	Cc1ccc(S(=O)(=O)Nc2ccc3c(c2)CC(=O)N([C@@H](C)CO)C[C@@H](C)[C@H](CN(C)Cc2ccncc2)O3)cc1	8
32	C[C@@H]1CN([C@H](C)CO)C(=O)c2cc(C#CCc3ccccc3)cnc2O[C@H]1CN(C)CC1CCCC1	4
33	CC(C)NC(=O)Nc1ccc2c(c1)CC(=O)N([C@H](C)CO)C[C@H](C)[C@H](CN(C)C)O2	1
34	Cc1noc(C)c1NC(=O)Nc1ccc2c(c1)C(=O)N([C@H](C)CO)C[C@H](C)[C@@H](CN(C)S(=O)(=O)c1ccc(Cl)cc1)OCCCC[C@H](C)O2	0
35	CCCNC(=O)N(C)C[C@H]1Oc2ncc(-c3ccccc3)cc2C(=O)N([C@H](C)CO)C[C@H]1C	-2
36	C=CCOC(=O)[C@H]1[C@@H]2C(=O)O[C@@H](c3ccccc3)[C@@H](c3ccccc3)N2[C@@H](c2ccc(OCCOC(=O)[C@H]3C[C@H]4C(=O)N[C@@H](Cc5ccccc5)C(=O)N4[C@H]3c3ccc(O)cc3)cc2)[C@]12C(=O)Nc1ccccc12	-2
37	Cc1cc2ncc(-c3ccccc3)nc2cc1C	-7
38	OC(CSc1nc2ccccc2s1)CC(O)c1ccccc1 (stereo unspecified)	0
39	Cc1noc(C)c1NC(=O)Nc1ccc2c(c1)C(=O)N([C@@H](C)CO)C[C@@H](C)[C@@H](CN(C)C(=O)Nc1ccc(F)cc1)OCCCC[C@@H](C)O2	-1
40	COc1ccc(NC(=O)Nc2ccc3c(c2)CC(=O)N([C@@H](C)CO)C[C@@H](C)[C@H](CN(C)S(=O)(=O)c2cccs2)O3)cc1	1
41	C[C@@H]1CN([C@H](C)CO)C(=O)Cc2cc(NC(=O)c3ccncc3)ccc2O[C@@H]1CN(C)C(=O)NC1CCCCC1	0
42	O=C(C[C@@H]1C=C[C@@H](NC(=O)c2ccncc2)[C@@H](CO)O1)NCCc1ccncc1	4
43	C[C@H]1CN([C@@H](C)CO)C(=O)Cc2cc(NS(=O)(=O)c3ccccc3)ccc2O[C@H]1CN(C)Cc1ccc(Cl)c(Cl)c1	-4
44	Cc1ccc(S(=O)(=O)N(C)C[C@H]2Oc3ccc(NC(=O)C4CCCCC4)cc3C(=O)N([C@H](C)CO)C[C@@H]2C)cc1	-1
45	Cc1ccc(S(=O)(=O)Nc2ccc3c(c2)CC(=O)N([C@H](C)CO)C[C@@H](C)[C@@H](CN(C)S(=O)(=O)c2cccs2)O3)cc1	-1
46	CC(C)CC#Cc1ccc2c(c1)O[C@H](CN(C)C(=O)c1ccccc1)[C@H](C)CN([C@@H](C)CO)S2(=O)=O	-5
47	C[C@H]1CN([C@@H](C)CO)C(=O)c2cccc(N(C)C)c2O[C@@H]1CN(C)Cc1ccc(C(=O)Nc2ccccc2N)cc1	-3
48	C[C@@H]1CCCCO[C@@H](CN(C)S(=O)(=O)c2ccccc2)[C@@H](C)CN([C@@H](C)CO)C(=O)c2cc(NC(=O)c3ccccc3)ccc2O1	0
49	COc1ccc(NC(=O)N(C)C[C@H]2OCc3cn(nn3)CCCC(=O)N([C@@H](C)CO)C[C@H]2C)c(OC)c1	4
50	C[C@@H]1CN([C@H](C)CO)C(=O)c2cc(NC(=O)Nc3ccc4c(c3)OCO4)ccc2O[C@@H]1CN(C)Cc1ccc(C(F)(F)F)cc1	-8
51	Cc1noc(C)c1NC(=O)N(C)C[C@@H]1Oc2ccc(NC(=O)Nc3ccc(C(F)(F)F)cc3)cc2CC(=O)N([C@@H](C)CO)C[C@@H]1C	5
52	C[C@H](CO)N1C[C@H](C)[C@H](CN(C)C(=O)CN(C)C)Oc2cc(-c3ccc(C#N)cc3)ccc2S1(=O)=O	0
53	COc1ccc(NC(=O)Nc2ccc3c(c2)C(=O)N([C@H](C)CO)C[C@H](C)[C@@H](CN(C)Cc2ccc(C(=O)O)cc2)O3)cc1	-1
54	CN(C)CC(=O)Nc1ccc2c(c1)[C@H]1C[C@H](CC(=O)NCc3cc(F)ccc3F)O[C@H](CO)[C@H]1O2	8
55	C[C@@H]1O[C@@H](O[C@H]2[C@H](O[C@H]3CC[C@@]4(C)C(CC[C@]5(C)C4CC=C4C6CC(C)(C)CC[C@]6(C(=O)O[C@@H]6O[C@H](CO[C@@H]7O[C@H](CO)[C@@H](O[C@@H]8O[C@@H](C)[C@H](O)[C@@H](O)[C@H]8O)[C@H](O)[C@H]7O)[C@@H](O)[C@H](O)[C@H]6O)CC[C@]45C)C3(C)C)OC[C@H](O)[C@@H]2O)[C@H](O)[C@H](O)[C@H]1O (stereo partly specified)	4
56	C[C@H]1CN([C@@H](C)CO)C(=O)c2cc(NC(=O)c3ccncc3)ccc2O[C@@H]1CN(C)Cc1ccc(C(=O)O)cc1	5
57	C[C@H](CO)N1C[C@H](C)[C@@H](CN(C)C(=O)Nc2ccc(F)cc2)Oc2ccc(NC(=O)Nc3ccc4c(c3)OCO4)cc2CC1=O	-9
58	C[C@H](CO)N1C[C@H](C)[C@@H](CN(C)Cc2ccc(F)cc2)Oc2ncc(-c3ccccc3F)cc2C1=O	5
59	COC(=O)[C@@H]1C[C@@]23C=CC[N+]4([O-])CC[C@@]5(c6ccccc6N[C@@]15C2C)[C@H]34 (stereo partly specified)	-5
60	O=C(NO)c1ccc(C(=O)N/N=C/c2cccnc2Br)cc1	9

# An excerpt of these results, with values ahead of the structure.
entry	NSD2 block	canonical_smiles
54	8	CN(C)CC(=O)Nc1ccc2c(c1)[C@H]1C[C@H](CC(=O)NCc3cc(F)ccc3F)O[C@H](CO)[C@H]1O2
59	-5	COC(=O)[C@@H]1C[C@@]23C=CC[N+]4([O-])CC[C@@]5(c6ccccc6N[C@@]15C2C)[C@H]34 (stereo partly specified)
39	-1	Cc1noc(C)c1NC(=O)Nc1ccc2c(c1)C(=O)N([C@@H](C)CO)C[C@@H](C)[C@@H](CN(C)C(=O)Nc1ccc(F)cc1)OCCCC[C@@H](C)O2

# (next part)
entry	Molecule	NSD2 block
61	CC(C)NC(=O)N(C)C[C@H]1Oc2ccc(NS(C)(=O)=O)cc2CC(=O)N([C@H](C)CO)C[C@@H]1C	1
62	COCC(=O)N(C)C[C@@H]1Oc2ncc(Br)cc2C(=O)N([C@H](C)CO)C[C@@H]1C	0
63	C[C@H]1CN([C@@H](C)CO)C(=O)c2cc(NC(=O)Nc3ccc(C(F)(F)F)cc3)ccc2O[C@H]1CN(C)C(=O)Nc1ccc2c(c1)OCO2	1
64	CNC[C@H]1Oc2ccc(NS(=O)(=O)c3ccc(Cl)cc3)cc2CC(=O)N([C@H](C)CO)C[C@H]1C	-2
65	CNC[C@@H]1OCCCC[C@H](C)Oc2ccc(NC(=O)NC(C)C)cc2C(=O)N([C@H](C)CO)C[C@H]1C	1
66	CC(=O)N(C)C[C@@H]1Oc2cc(C#CCC3CCCC3)ccc2S(=O)(=O)N([C@H](C)CO)C[C@@H]1C	6
67	C[C@H](CO)N1C[C@H](C)[C@@H](CN(C)S(=O)(=O)c2ccc(Cl)cc2)Oc2ccc(NC(=O)Nc3ccc(C(F)(F)F)cc3)cc2CC1=O	-3
68	C[C@H](CO)N1C[C@H](C)[C@H](CN(C)C(=O)c2ccncc2)OCCCC[C@H](C)Oc2ccc(NS(=O)(=O)c3cccs3)cc2C1=O	2
69	C[C@@H]1CN([C@@H](C)CO)C(=O)c2cccc(NC(=O)c3ccncc3)c2O[C@H]1CN(C)S(=O)(=O)c1cccs1	2
70	C[C@H](CO)N1C[C@H](C)[C@@H](CN(C)C(=O)C2CCCCC2)OCCCC[C@H](C)Oc2ccc(NC(=O)C3CCCCC3)cc2C1=O	0
71	C[C@H]1CN([C@@H](C)CO)C(=O)c2cc(NC(=O)NC3CCCCC3)ccc2O[C@H]1CN(C)C(=O)Nc1cccc2ccccc12	2
72	O=C(C[C@@H]1CC[C@@H](NC(=O)CCN2CCCCC2)[C@@H](CO)O1)Nc1nccs1	0
73	C[C@@H]1CCCCO[C@@H](CN(C)Cc2ccc(C(F)(F)F)cc2)[C@H](C)CN([C@@H](C)CO)C(=O)c2cc(NC(=O)c3ccccc3)ccc2O1	-8
74	N#C/C(=C\c1ccc(O)c(O)c1)C(=O)NCc1ccccc1	-3
75	C[C@H]1CN([C@@H](C)CO)S(=O)(=O)c2ccc(C3=CCCC3)cc2O[C@H]1CN(C)C(=O)c1cnccn1	3
76	COc1ccccc1S(=O)(=O)N(C)C[C@H]1Oc2cc(/C=C/c3ccccc3)ccc2S(=O)(=O)N([C@@H](C)CO)C[C@@H]1C	-4
77	CCCC(=O)CC(c1ccccc1)C1C(=O)c2ccccc2C1=O (stereo unspecified)	-11
